Bioassay records deposited in PubChem BioAssay by Broad Institute.
CFTR F508del cor: F508del CFTR correction, initial screen, CFBE line, single point; CFBE cells, YFP halide quenching; stimulated with forskolin plus potentiator P3; % fluorescence drop versus neutral controls; actives 0.36% (n = 350,000); activity (quench increase), % at 7.58 µM;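 active means mean added fluorescence quench of at least 8% versus neutral control, with both replicates also reaching 8%; inconclusive means only one of the mean or replicate conditions met; inactive means mean below 8% and not both replicates reaching 8%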;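 further: cells transiently co-express mutant CFTR-F508del with the halide-sensitive YFP; corrector assay measuring rescue of mutant channel to the surface after 24 h compound exposure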
INS-1E GSIS act: GLuc luminescence reporter in INS-1E cells, primary screen for activators of glucose-dependent secretion of insulin; INS-1E GLuc reporter insulin secretion, 2-3 h; activation, % at 16.6 µM; actives 0.61% (n = 370,000);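 active means lowest replicate activation of at least 40%, so every replicate reaches that level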;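 further: 0% = median of neutral control wells and 100% = median of IBMX positive control wells; some compounds called inactive have numbers as strong as hits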
PGC1a acetyl inh: inhibitors of PGC1a acetylation signal, primary screen, cell-based, U2OS, AlphaScreen, inhibitor mode; AlphaScreen anti-acetyl-lysine; with virally co-expressed GCN5 acetyltransferase; inhibition, % at 15.6 µM; actives 0.17% (n = 350,000);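 active means every replicate shows inhibition of at least 40%; inconclusive means mean inhibition at least 40% but some replicate below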;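 further: 0% = neutral control wells and 100% = positive control wells; some results beyond the cut were filed as inactive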
Active calls of the source: *; u = inconclusive. The list is partial, so the mix of outcomes need not match the whole.

SMILES	CFTR F508del cor	INS-1E GSIS act	PGC1a acetyl inh
Cc1ccc(S(=O)(=O)Nc2ccc3c(c2)CC(=O)N([C@H](C)CO)C[C@H](C)[C@@H](CN(C)Cc2ccc(C(=O)Nc4ccccc4N)cc2)O3)cc1	-0.2	-2	-2
COc1ccc2c3c([nH]c2c1)[C@H](CO)N(C(=O)C1CCOCC1)CC31CN(S(C)(=O)=O)C1	-0.4	33	1
COc1ccc(S(=O)(=O)Nc2ccc3c(c2)C(=O)N([C@H](C)CO)C[C@@H](C)[C@H](CN(C)S(=O)(=O)c2ccccc2)OCCCC[C@H](C)O3)cc1	-0.2	-12	-6
CCCNC(=O)N1CC2(CCN(C(C)=O)CC2)c2c(n(C)c3cc(OC)ccc23)[C@H]1CO	-0.1	3	-6
COc1ccc2c3c(n(C)c2c1)[C@H](CO)N(S(C)(=O)=O)CC31CCN(C(=O)CN(C)C)CC1	-1.3	20	-5
COc1ccccc1NC(=O)N1CC(=O)N2[C@H](C1)[C@H](c1ccc(-c3ccc(C)cc3)cc1)[C@@H]2CO	-0.2	-18	-6
O=C(c1cc(N2C(=O)C3C4CCC(C4)C3C2=O)ccc1Cl)N1CCCCCC1 (centres undefined)	-0.8	-9	-10
COCC(=O)N1CC(=O)N2[C@@H](CO)[C@@H](c3ccc(C#Cc4cccnc4)cc3)[C@@H]2C1	-1.7	1	5
O=C(C[C@H]1CC[C@@H](NC(=O)c2ccncc2)[C@@H](CO)O1)Nc1ccc(-c2ccccc2)cc1	1.5	-2	10
COc1ccc2c3c(n(C)c2c1)[C@@H](CO)N(C(=O)NC1CCCC1)CC31CCN(C(C)=O)CC1	-1.2	-2	-5
Cc1ccccc1-c1ccc([C@H]2[C@H]3CN(C(=O)c4ccccc4)CC(=O)N3[C@H]2CO)cc1	-1.4	-2	0
COc1ccccc1NC(=O)N1CC(=O)N2[C@H](CO)[C@H](c3ccc(C#CC4CC4)cc3)[C@H]2C1	-2.1	1	-2
CCCNC(=O)N1CC2(CCN(Cc3ccccn3)CC2)c2c(n(C)c3cc(OC)ccc23)[C@H]1CO	-0.6	11	-7
COc1ccc2c3c(n(C)c2c1)[C@@H](CO)N(C(=O)Nc1ccccc1F)CC31CN(C(C)=O)C1	2.5	14	-2
COc1ccc(CN(C)C[C@H]2Oc3ccc(NC(=O)Cc4ccccc4)cc3CC(=O)N([C@H](C)CO)C[C@@H]2C)cc1	0.5	-6	1
Cc1nn(Cc2ccc(F)cc2)c(Cl)c1/C=N/NC(=O)c1ccccc1	-0.1	-15	7
COc1cccc(C(=O)N2CCN=C2SC)c1	-1.4	24	5
O=C(C1CCCCC1)N1CC(=O)N2[C@@H](CO)[C@@H](c3ccc(C#CCc4ccccc4)cc3)[C@@H]2C1	3.9	9	1
COc1ccc2c3c([nH]c2c1)[C@@H](CO)N(C)CC31CCN(C(=O)Nc2c(C)noc2C)CC1	0.7	-2	14
CC(C)CC#Cc1ccc([C@H]2[C@H]3CN(S(=O)(=O)c4ccccc4)CC(=O)N3[C@H]2CO)cc1	0.9	-12	4
O=C(C[C@@H]1C=C[C@@H](NC(=O)Nc2ccccc2F)[C@@H](CO)O1)NCc1ccccc1	-0.6	10	-4
Cc1cc(C)c(C(=O)CSc2n[nH]c(-c3ccncc3)n2)c(C)c1	1.7	6	3
O=C(c1cccnc1)N1CC(=O)N2[C@H](C1)[C@H](c1ccc(-c3cccnc3)cc1)[C@@H]2CO	1.0	-3	-3
CCOc1ccc(N(Cc2ccc(OC)cc2)C(=O)c2ccco2)cc1	-0.1	-5	-3

One compound at a time (already shown). Order of screens: CFTR F508del cor	INS-1E GSIS act	PGC1a acetyl inh
Results for O=C(C1CCCCC1)N1CC(=O)N2[C@@H](CO)[C@@H](c3ccc(C#CCc4ccccc4)cc3)[C@@H]2C1 → 3.9	9	1
Results for COc1ccc2c3c(n(C)c2c1)[C@@H](CO)N(C(=O)Nc1ccccc1F)CC31CN(C(C)=O)C1 → 2.5	14	-2
Results for COc1ccc2c3c([nH]c2c1)[C@@H](CO)N(C)CC31CCN(C(=O)Nc2c(C)noc2C)CC1 → 0.7	-2	14

(list continues)
SMILES	CFTR F508del cor	INS-1E GSIS act	PGC1a acetyl inh
CCS(=O)(=O)N1CCC2(CC1)CN(C)[C@H](CO)c1c2c2ccc(OC)cc2n1C	1.0	22	-1
O=C(C[C@H]1C=C[C@H](NS(=O)(=O)c2ccccc2)[C@H](CO)O1)N1CCc2ccccc2C1	-3.0	10	-5
C/C=C/c1ccc([C@H]2[C@@H](CO)N3C(=O)CN(C(=O)CC4CC4)C[C@@H]23)cc1	-0.1	3	3
CCCNC(=O)N1CC2(CCN(Cc3cccc(OC)c3)CC2)c2c([nH]c3cc(OC)ccc23)[C@@H]1CO	2.5	3	-8
O=C(c1ccccc1)N1CC(=O)N2[C@H](CO)[C@@H](c3ccc(C#CC4CC4)cc3)[C@@H]2C1	-0.8	14	0
OC(CCN1CCC2(CC1)OCCO2)C(F)(F)F (centres undefined)	-2.2	-10	2
C[C@H](CO)N1C[C@H](C)[C@H](CN(C)C(=O)Nc2ccc3c(c2)OCO3)Oc2ccc(NC(=O)CCCCCC(=O)Nc3ccccc3N)cc2C1=O	2.1	-2	-3
CCCNC(=O)N1CC(=O)N2[C@H](C1)[C@@H](c1ccc(-c3cccc(C)c3)cc1)[C@@H]2CO	-3.4	-8	-6
COc1ccc2c3c(n(C)c2c1)[C@@H](CO)N(Cc1ccncc1)CC31CN(C(=O)NC(C)C)C1	-2.7	35	-16
CCCNC(=O)N1CC2(C1)CN(C(=O)CC)[C@H](CO)c1c2c2ccc(OC)cc2n1C	-1.8	-1	8
CC(C)C(=O)N1CCN(c2ccc(NC(=O)c3ccc4c(c3)OCCO4)cc2)CC1	3.4	-2	0
CCCNC(=O)N1[C@@H](CO)[C@@H](c2ccccc2)C12CN(C(=O)c1cccnc1)C2	-1.4	7	-16
C/C(=N\NC(=O)c1nc2ccccn2c1C)c1cccc([N+](=O)[O-])c1	-5.8	9	-3
COc1cccc(C#Cc2ccc([C@@H]3[C@H]4CN(C(=O)Cc5ccccc5)CC(=O)N4[C@H]3CO)cc2)c1	6.7	6	-7
Cc1noc(C)c1S(=O)(=O)N(C)C[C@@H]1OCCCC[C@H](C)Oc2ccc(NS(C)(=O)=O)cc2C(=O)N([C@H](C)CO)C[C@H]1C	-2.4	4	14
COc1ccc(NC(=O)Nc2cccc3c2O[C@H](CN(C)Cc2ccc(-c4ccccc4)cc2)[C@@H](C)CN([C@@H](C)CO)C3=O)cc1	1.4	2	-2
CCn1c(=S)sc2c(=O)n(-c3ccccc3)c(=S)[nH]c21	-0.6	-4	-6
COc1ccc2c3c([nH]c2c1)[C@@H](CO)N(Cc1ccccn1)CC31CN(C(=O)c2ccccn2)C1	1.5	-9	-5
CCCNC(=O)N1CC2(CCN(S(C)(=O)=O)CC2)c2c(n(C)c3cc(OC)ccc23)[C@@H]1CO	-2.7	6	-5
COc1ccccc1NC(=O)c1ccc(CS(=O)(=O)c2ccc(C)cc2)cc1	2.8	1	-1
O=C(Nc1cc(F)ccc1F)N1CC(=O)N2[C@H](C1)[C@@H](c1ccc(C#CC3CCCCC3)cc1)[C@@H]2CO	2.7	-6	1
CCCNC(=O)N1CC2(CN(S(C)(=O)=O)C2)c2c(n(C)c3cc(OC)ccc23)[C@@H]1CO	0.1	22	-3
O=C(c1ccccc1F)N1CC(=O)N2[C@H](CO)[C@@H](c3ccc(C#Cc4ccc(F)cc4)cc3)[C@H]2C1	0.6	-9	-7
COc1ccc(-c2ccc([C@H]3[C@H](CO)N4C(=O)CN(C(=O)NC(C)C)C[C@@H]34)cc2)cc1	0.3	8	-13
COc1cccc(-c2ccc(SCC(=O)NCCc3ccccc3)nn2)c1	4.9	2	-9
COc1ccc2c3c([nH]c2c1)[C@H](CO)N(C(=O)c1ccncc1)CC31CCN(C(=O)C2CCC2)CC1	0.6	21	6
COc1ccc(NC(=O)N2CC(=O)N3[C@@H](CO)[C@H](c4ccc(-c5ccccc5)cc4)[C@@H]3C2)cc1	-4.2	-18	-4
CCC(=O)N1[C@@H](CO)[C@@H](c2ccc(-c3ccc(C#N)cc3)cc2)C12CN(C(C)=O)C2	-1.4	-2	2
O=C(Nc1ccccc1F)N1CC(=O)N2[C@H](CO)[C@H](c3ccc(C#CC4CC4)cc3)[C@@H]2C1	-1.4	-9	-1
CC(C)CC#Cc1ccc([C@H]2[C@@H](CO)N3C(=O)CN(S(=O)(=O)c4ccccc4)C[C@@H]23)cc1	0.8	-22	3
OCCCNC(=S)NC1CCCC1	1.1	-5	14
COc1ccccc1-n1c(-c2ccccc2)n[nH]c1=S	-2.0	20	2
O=C(c1ccc(F)cc1)N1CC(=O)N2[C@H](CO)[C@@H](c3ccc(C#Cc4ccc(F)cc4)cc3)[C@@H]2C1	0.2	4	-3
Cc1nn(-c2ccc(F)cc2)c(Cl)c1/C=C/C(=O)N1CCNC(=O)C1	u	1	1
O=C(Cc1ccccc1)N1CC(=O)N2[C@H](C1)[C@@H](c1ccc(C#CCc3ccccc3)cc1)[C@@H]2CO	0.7	10	-1
CCS(=O)(=O)N1CCC2(CC1)CN(C(=O)c1ccc(F)cc1)[C@@H](CO)c1c2c2ccc(OC)cc2n1C	3.4	-16	0
O=C(c1ccncc1)N1CC(=O)N2[C@H](CO)[C@H](c3ccc(-c4cccnc4)cc3)[C@H]2C1	0.6	3	-1
O=C(c1cccc(F)c1)N1CC(=O)N2[C@H](C1)[C@@H](c1ccc(C#Cc3ccc(F)cc3)cc1)[C@@H]2CO	-0.2	1	-4
COCC(=O)N1[C@@H](CO)[C@@H](c2ccccc2)C12CN(C(=O)c1ccc(F)cc1)C2	-0.5	9	8
O=C(CSc1cccc[n+]1[O-])c1ccc(Cl)cc1	1.7	-16	-3
Cc1nnc(SCc2nc3ccccc3s2)n1N	1.0	0	5
C[C@H]1CN([C@@H](C)CO)C(=O)c2cccc(NC(=O)CCCCCC(=O)Nc3ccccc3N)c2O[C@H]1CN(C)Cc1ccncc1	-3.5	8	-7
Cc1ccccc1-c1ccc([C@H]2[C@@H](CO)N3C(=O)CN(C(=O)Nc4ccc(F)cc4)C[C@@H]23)cc1	-1.0	-14	9
O=C(c1ccc(F)cc1)N1CC(=O)N2[C@@H](CO)[C@H](c3ccc(/C=C/c4ccccc4)cc3)[C@@H]2C1	0.6	-14	-10
C/C=C/c1ccc([C@@H]2[C@@H](CO)N(C(C)=O)C23CN(C(=O)c2ccccc2)C3)cc1	5.4	1	24
C[C@H]1CN([C@@H](C)CO)C(=O)Cc2cc(NC(=O)CCCCCC(=O)Nc3ccccc3N)ccc2O[C@@H]1CN(C)C(=O)Nc1cccc2ccccc12	0.2	10	-5
O=C(Nc1cc(F)ccc1F)N1CC(=O)N2[C@H](CO)[C@@H](c3ccc(-c4ccccc4)cc3)[C@H]2C1	1.8	-10	-7
O=C(NCCCn1ccnc1)C(=O)NC1CCCCC1	2.1	-9	3

Reprinted at random: 2 entries already listed, in no set order.
SMILES	CFTR F508del cor	INS-1E GSIS act	PGC1a acetyl inh
O=C(Nc1cc(F)ccc1F)N1CC(=O)N2[C@H](CO)[C@@H](c3ccc(-c4ccccc4)cc3)[C@H]2C1	1.8	-10	-7
Cc1nnc(SCc2nc3ccccc3s2)n1N	1.0	0	5

Going on with the list:
SMILES	CFTR F508del cor	INS-1E GSIS act	PGC1a acetyl inh
COCCNC(=O)[C@@H]1[C@@H](CO)[C@@H]2Cn3c(ccc(C4=CCCCC4)c3=O)[C@H]1N2C(=O)C1CCCC1	1.1	-11	-1
CCCNC(=O)N1CC2(CN(C(=O)C3CCOCC3)C2)c2c([nH]c3cc(OC)ccc23)[C@H]1CO	2.9	6	2
C[C@@H]1CCCCO[C@@H](CN(C)CC2CC2)[C@H](C)CN([C@H](C)CO)C(=O)c2cc(NC(=O)Cc3ccccc3)ccc2O1	-1.7	1	6
O=C(c1ccncc1)N1CC(=O)N2[C@H](CO)[C@H](c3ccc(-c4ccccc4)cc3)[C@H]2C1	-0.3	21	8
COc1ccc2c3c([nH]c2c1)[C@@H](CO)N(C(=O)c1ccccc1)CC31CN(C)C1	0.4	10	-2
CCCC#Cc1ccc([C@@H]2[C@H]3CN(C(=O)Nc4cc(F)ccc4F)CC(=O)N3[C@H]2CO)cc1	4.0	-5	1
CC(=O)N1CC2(C1)[C@@H](c1ccc(-c3cccc(F)c3)cc1)[C@@H](CO)N2CC1CCOCC1	0.0	-22	-9
COc1cccc(C#Cc2ccc([C@H]3[C@@H](CO)N4C(=O)CN(C(=O)Cc5ccccc5)C[C@@H]34)cc2)c1	5.2	-42	-22
CCC(=O)N1CC2(C1)[C@@H](c1ccc(-c3ccccc3OC)cc1)[C@@H](CO)N2C(C)=O	-1.5	1	3
COCCCNC(=O)c1cc(S(=O)(=O)N2CCOCC2)ccc1SCc1cccc(OC)c1OC	0.6	-14	-1
COc1cccc(C#Cc2ccc([C@@H]3[C@@H](CO)N4C(=O)CN(C(C)=O)C[C@H]34)cc2)c1	0.5	5	-11
COc1ccc(OC)c(S(=O)(=O)NCc2cn3ccsc3n2)c1	-0.5	6	-3
